ABHD5-PLIN5 inh – blocks binding of human ABHD5 to perilipin-5; inhibition, % at 4 µM; Q00G26+Q8WTS1; AID 602281; 0.78% of 360,000 active; Split G. princeps luciferase complementation, luminescence, 4 h;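 active means inhibition above the mean inhibition across every tested compound plus 3 SD, cut at about 22% in these data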;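 further: 0% = DMSO only wells and the 100% control is not disclosed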
Cardio protect – modulators protecting cardiomyocytes from myocardial damage | H9c2 cardiomyocytes, H2O2 injury protection, ATPLite, 2 h | protection from H2O2 cell death, % at 20 µM | 0.63% of 360,000 active | AID 588492;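 active means compounds giving at least 50% protection of heart cells from peroxide-induced death in the single-dose screen, raw or plate-pattern-corrected value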;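 further: 0% = DMSO wells with peroxide and 100% = DMSO wells without peroxide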
PDI inh – PDI (human) enzyme inhibition. P07237. PDI insulin aggregation turbidity, A650, 90 min. inhibition, % at 10 µM. 0.052% of 350,000 active. AID 588391;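 active means mean inhibition across replicates of 30% or more, whatever share of single replicates reach that level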;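 further: absorbance from insulin aggregation driven by PDI reduction with DTT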
Target sequence (P07237 whole entry, looked up): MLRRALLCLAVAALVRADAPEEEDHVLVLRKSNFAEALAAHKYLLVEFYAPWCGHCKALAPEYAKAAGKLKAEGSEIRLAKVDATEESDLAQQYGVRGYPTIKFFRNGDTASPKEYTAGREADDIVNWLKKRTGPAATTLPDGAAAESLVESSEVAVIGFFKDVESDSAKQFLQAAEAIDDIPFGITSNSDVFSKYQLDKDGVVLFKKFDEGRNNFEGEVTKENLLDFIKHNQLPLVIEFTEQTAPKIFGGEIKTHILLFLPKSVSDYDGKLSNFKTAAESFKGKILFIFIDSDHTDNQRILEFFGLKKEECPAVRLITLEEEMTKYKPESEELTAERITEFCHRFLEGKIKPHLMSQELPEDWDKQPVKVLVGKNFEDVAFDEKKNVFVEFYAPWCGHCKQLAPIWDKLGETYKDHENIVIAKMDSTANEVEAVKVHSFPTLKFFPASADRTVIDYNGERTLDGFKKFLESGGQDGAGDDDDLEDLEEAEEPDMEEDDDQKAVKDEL
MC4R ag barr – human MC4R agonism via beta-arrestin; 0.98% of 360,000 active; P32245; AID 540308; U2OS MC4R beta-arrestin complementation, luminescence; percent of melanotan II response, DMSO zero; activation, % at 8.9 µM;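 active means activation above a per-plate cutoff, the mean activation of sample wells on that plate plus 3 SD, cut at about 8% in these data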
MC4R antag cAMP – human MC4R antagonism in cAMP assay. P32245. MC4R-expressing cells, MTII-stimulated cAMP, LANCE TR-FRET. inhibition, % at 6.5 µM. 0.48% of 360,000 active. AID 540295;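 active means inhibition above its plate's cutoff, the mean of tested wells on that plate plus 3 SD, cut at about 29% in these data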;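 further: 0% = Melanotan II alone and 100% = Melanotan II plus saturating MCL0020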
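System: U2OS cells stably expressing human melanocortin 4 receptor (MC4R). Reagent: Melanotan II challenge after compound preincubation. Doses: 6.5 µM. Times: 30-min compound, 1-h challenge, 1-h detection, room temperature. Measured by: TR-FRET with Eu-cAMP and labeled anti-cAMP, 671 nm. Replicates: singlicate.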
ABCB6 inh MLPCN – human ABCB6 transporter inhibition. K562-ABCB6 porphyrin accumulation, flow cytometry, 1 h; stronger effect = lower value. fluorescence ratio to DMSO, % at 10 µM. 0.19% of 360,000 active. AID 602162;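 active means fluorescence ratio to DMSO below 75%, the collection mean minus 3 SD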;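 further: signal is porphyrin accumulated inside mitochondria; 100% equals median channel fluorescence of DMSO control wells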
CaV13 ICDI inh – Disruptors of the CACNA1D IQ motif to Ca2+-dependent inactivation inhibitor domain association, primary screening, Förster resonance energy transfer in intact living … | HEK cells, CFP/YFP FRET ICDI-IQ, plate reader, 10 min; percent FRET-ratio fall versus neutral wells | 0.098% of 340,000 active | inhibition, % at 12.3 µM;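 active means mean replicate inhibition of at least 30% and at least 1% of replicates passing that level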;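 further: 0% = median of the neutral control wells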
N-glyco inh – blocks N-linked glycosylation in D54 reporter cells | 0.23% of 360,000 active | AID 588692 | reporter increase, % at 12.5 µM | D54 ERlucT glycosylation luciferase reporter, 24 h; percent of 100 nM tunicamycin response;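 active means mean luciferase reporter signal, scaled so untreated is 0 and the glycosylation-blocking control 100, at or above a set limit in every replicate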;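 further: luciferase carries N-glycosylation sites so blocking glycosylation raises the light; 0% = median of neutral control wells and 100% = median of 100 nM tunicamycin wells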
Exocytosis inh – lytic granule exocytosis inhibition; inhibition, % at 10 µM; 0.66% of 360,000 active; TALL-104 LAMP-1 surface exposure, flow cytometry; cells stimulated with thapsigargin and PMA;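 active means inhibition above about 55%, limit read from the data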
HTR2A ag – mouse HTR2A agonism via beta-arrestin recruitment; activation, % at 7.6 µM; P35363; 0.66% of 360,000 active; AID 624169; CHO-K1 mHTR2A beta-arrestin complementation, luminescence; percent of 30 µM serotonin response;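 active means activation above a run cutoff, the mean activation of all tested compounds plus 3 SD, cut at about 14% in these data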;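 further: 0% = plate median of compound wells and 100% = 30 µM serotonin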
Target sequence (P35363 whole entry, looked up): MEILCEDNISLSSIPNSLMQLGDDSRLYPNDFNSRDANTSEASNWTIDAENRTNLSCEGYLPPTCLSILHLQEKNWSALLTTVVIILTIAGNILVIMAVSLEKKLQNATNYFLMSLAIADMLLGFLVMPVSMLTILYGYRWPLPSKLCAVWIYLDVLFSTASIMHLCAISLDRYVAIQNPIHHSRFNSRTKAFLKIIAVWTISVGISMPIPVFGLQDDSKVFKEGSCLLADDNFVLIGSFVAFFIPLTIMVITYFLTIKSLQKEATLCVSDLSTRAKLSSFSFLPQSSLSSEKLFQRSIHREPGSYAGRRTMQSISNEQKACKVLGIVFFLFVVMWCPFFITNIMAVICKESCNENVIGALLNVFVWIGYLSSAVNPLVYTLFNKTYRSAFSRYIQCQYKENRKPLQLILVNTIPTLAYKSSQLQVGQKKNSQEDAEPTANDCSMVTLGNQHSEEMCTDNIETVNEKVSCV
Active calls of the source: *; . = not tested or not shown.

Every second line gives: Cardio protect | HTR2A ag | N-glyco inh | MC4R antag cAMP | CaV13 ICDI inh | Exocytosis inh | PDI inh | ABHD5-PLIN5 inh | MC4R ag barr | ABCB6 inh MLPCN
CCOC(=O)c1sc2nc(C)nc(Nc3ccccc3)c2c1C
  -13 | 4 | 3 | 16 | -4 | -1 | 7 | -5 | -0.4 | 100
COc1ccc(CCNc2cc(C)nc3c(-c4ccc(Cl)cc4)c(C)nn23)cc1OC
  0 | -1 | -8 | 4 | -6 | -6 | -2 | -2 | 0.2 | 100
N#CC1=C(N)N2C(=C(C#N)C13CCCCC3)SC1CCCCC12O (configuration not stated)
  -16 | 0 | 0 | 14 | -5 | 0 | -2 | -12 | 6.6 | 99
COC(=O)c1ccccc1NC(=O)COC(=O)c1ccc(C)c(NC(=O)c2ccco2)c1
  39 | 1 | -1 | 6 | -6 | 0 | 8 | -1 | -1.0 | 92
N#Cc1nc(COc2ccccc2Cl)oc1NCc1cccnc1
  -3 | -6 | 0 | 7 | -4 | 7 | -10 | 7 | -2.1 | 86
Cc1cccc(OCC(=O)NNS(=O)(=O)c2ccccc2F)c1
  0 | 2 | 0 | 8 | -4 | 10 | -5 | 0 | -1.3 | 94
COC(=O)c1cc(S(=O)(=O)NCC2CCN(Cc3cccc(F)c3)CC2)cn1C
  3 | 1 | 0 | 2 | -13 | -1 | -2 | -6 | -3.4 | 101
CC(C(=O)Nc1ccc2c(c1)OCCO2)N(C)CC(=O)Nc1ccccc1Br (configuration not stated)
  3 | 5 | 2 | 2 | -6 | 0 | 4 | -2 | -1.2 | 94
O=C(CSc1nnc(Cc2cc(=O)[nH]c(=O)[nH]2)n1-c1ccc(F)cc1)N1CCCCC1
  -1 | 2 | 1 | 10 | -3 | -3 | . | 2 | -0.9 | 102
COc1ccccc1N1CCN(CCc2n[nH]c(=S)n2-c2ccccc2)CC1
  -1 | -5 | 2 | 8 | -5 | 0 | 2 | -8 | -3.3 | 106
CC(C)(C)CC(=O)Nc1ccc(S(=O)(=O)N2CCCC2)cc1
  1 | 4 | 0 | 0 | -5 | 4 | 9 | 2 | -4.3 | 93
CCOC(=O)c1sc2nc(C)nc(SCC(=O)NC(C)CCc3ccccc3)c2c1C (configuration not stated)
  1 | 1 | 1 | 0 | 16 | -4 | 1 | 5 | 1.0 | 103
N#Cc1cnn(Cc2ccc(Cl)cc2)c1N
  -5 | 1 | 1 | 10 | -3 | -2 | 0 | 12 | -0.4 | 111
Cc1ccc(-n2nc3c(N4CCC(C(=O)N5CCCCCC5)CC4)nnc(C)c3c2C)cc1
  6 | 1 | 8 | 5 | . | 1 | 3 | 13 | -1.0 | 103
Cc1ccc(NCC(=O)N=Nc2c(O)n(C)c3ccccc23)cc1
  3 | 13 | 3 | 0 | 7 | 2 | 6 | -3 | -0.6 | 95
CCN(CC)C(=O)CSc1nc2ccc(NC(=O)CSc3nccn3C)cc2s1
  13 | -1 | -4 | -2 | -5 | 4 | -4 | 1 | 0.2 | 99
CC(C)OC(=O)CC1C(=O)NCCN1C(=O)COc1ccc(C(C)(C)C)cc1 (configuration not stated)
  0 | -1 | 1 | 4 | -3 | -10 | -14 | 4 | -3.0 | 99
CCCCn1nnnc1C1(C)CCC(=O)N1CC1CCCCC1 (configuration not stated)
  . | 1 | . | . | -6 | -1 | . | -4 | . | 98
CC(C)(C)NC(=O)C(c1cccs1)N(CC1CCCO1)C(=O)Cn1nnc(-c2cccs2)n1 (configuration not stated)
  1 | -2 | 1 | -2 | -8 | 0 | 4 | -1 | -0.1 | 98
O=C(NNC(=S)Nc1ccccc1)c1cccnc1
  -2 | -6 | 1 | 8 | . | -2 | 12 | -9 | 0.0 | 98

Looked up by structure from the entries so far:
Every second line gives: Cardio protect | HTR2A ag | N-glyco inh | MC4R antag cAMP | CaV13 ICDI inh | Exocytosis inh | PDI inh | ABHD5-PLIN5 inh | MC4R ag barr | ABCB6 inh MLPCN
CC(C(=O)Nc1ccc2c(c1)OCCO2)N(C)CC(=O)Nc1ccccc1Br (configuration not stated)
  3 | 5 | 2 | 2 | -6 | 0 | 4 | -2 | -1.2 | 94
CCOC(=O)c1sc2nc(C)nc(Nc3ccccc3)c2c1C
  -13 | 4 | 3 | 16 | -4 | -1 | 7 | -5 | -0.4 | 100

Following part
Every second line gives: Cardio protect | HTR2A ag | N-glyco inh | MC4R antag cAMP | CaV13 ICDI inh | Exocytosis inh | PDI inh | ABHD5-PLIN5 inh | MC4R ag barr | ABCB6 inh MLPCN
C/C(=N\NC(=O)c1ccc2c(c1)OCO2)c1ccc(C(=O)O)s1
  1 | -3 | 1 | 9 | -5 | -3 | 1 | -1 | 0.0 | 102
CCN1C(=O)[C@@H]2[C@@H](c3ccc(-c4ccc(Cl)c(Cl)c4)cc3)N3CCC[C@@]3(C(=O)OC)[C@@H]2C1=O
  -8 | -2 | -1 | 12 | -6 | -2 | 8 | 7 | -1.4 | 102
O=C(CN1C(=O)S/C(=C\c2ccc(F)cc2)C1=O)NC1C=CS(=O)(=O)C1 (configuration not stated)
  -2 | 0 | -5 | -1 | -3 | -2 | -3 | 0 | 0.4 | 97
CCc1ccc2[nH]c3nc(N/N=C/c4ccc(O)cc4O)nnc3c2c1
  12 | -11 | -6 | 0 | -10 | 19 | 6 | 5 | -0.5 | 100
Clc1ccc(OCc2nc(-c3ccncc3)no2)c(Cl)c1
  -1 | -3 | -7 | -2 | -5 | -8 | -1 | -1 | -1.2 | 90
OCCOCCn1c(C2CCCN2c2nc(-c3ccc(F)cc3)cs2)nc2cc(Cl)c(Cl)cc21 (configuration not stated)
  -4 | 1 | 2 | 9 | -12 | -1 | -5 | -2 | -0.1 | 100
CCCCCC(=O)Nc1cccc(C2=NOC3(C2)C[C@H](C(N)=O)N(C(=O)c2ccccc2)C3)c1 (some centres not stated)
  8 | 7 | 1 | 7 | -5 | -4 | -3 | 8 | 0.7 | 97
COc1ccc(C(=O)N2CCOC2CNC(=O)C(=O)NCc2ccc(Cl)cc2)cc1 (configuration not stated)
  -4 | 3 | 2 | 0 | 5 | 0 | 14 | 18 | 2.6 | 103
O=C(Cc1cccc([N+](=O)[O-])c1)Nc1cccc(C(=O)N2CCOCC2)c1
  2 | -1 | 0 | -3 | -5 | -2 | -4 | 10 | 0.1 | 101
Cc1cc2cc(CCNC(=O)c3ccc(S(=O)(=O)N4CCOCC4)cc3)c(=O)[nH]c2cc1C
  8 | 4 | -2 | -3 | . | -3 | -3 | -2 | 0.8 | 102
CCCn1c(CN2CCCCC2C)nc2c1c(=O)n(C)c(=O)n2C (configuration not stated)
  -4 | 4 | 1 | 13 | -5 | 2 | . | 1 | 0.2 | 95
CCCCn1nc2cc(C(=O)NC[C@@H]3CCCO3)ccc2c1OCC
  -1 | -8 | 3 | -5 | -10 | -2 | 6 | 3 | 0.0 | 104
COc1ccccc1NC(=O)CSc1nc(O)cc(=O)n1-c1ccccc1OC
  0 | -2 | 1 | -4 | -2 | 0 | -2 | 3 | -0.1 | 95
Cc1oc(-c2ccccc2Cl)nc1CS(=O)(=O)CC(=O)N1CCOCC1
  -2 | -9 | 1 | 15 | -5 | -2 | . | 4 | 0.2 | 100
COc1ccc2c(c1)C(NS(=O)(=O)OCC(Cl)(Cl)Cl)CCC2 (configuration not stated)
  -4 | -4 | -1 | 4 | -4 | 5 | 3 | -9 | 1.0 | 95
O=C(O)c1cccc2c1/C(=N/O)c1ccccc1-2
  -3 | 6 | 2 | -3 | -5 | 3 | 4 | 10 | 0.3 | 103
COC(=O)CN1C(=O)C2(OCCCO2)c2cc(Br)ccc21
  6 | 0 | 1 | 21 | -4 | -3 | 2 | 0 | 1.2 | 103
C#CCNc1nc(C(C)C)nc2c1nnn2Cc1ccccc1F
  -21 | -2 | -4 | 12 | -5 | -2 | 6 | -5 | 2.7 | 89
CCc1nc(SCC(=O)NCc2ccccc2)c2c(=O)n(C)c(=O)n(C)c2n1
  38 | 7 | 0 | 1 | -7 | 0 | . | 2 | 0.1 | 97
O=S(=O)(NCC(c1ccc2c(c1)OCO2)N1CCOCC1)c1ccc(Br)cc1 (configuration not stated)
  -1 | 4 | -2 | 12 | -6 | 2 | 1 | 5 | 0.2 | 101

(further entries)
Every second line gives: Cardio protect | HTR2A ag | N-glyco inh | MC4R antag cAMP | CaV13 ICDI inh | Exocytosis inh | PDI inh | ABHD5-PLIN5 inh | MC4R ag barr | ABCB6 inh MLPCN
C=CCOc1ccc(/C=C2\N=C(C)OC2=O)cc1OC
  15 | -3 | 3 | 14 | -4 | -2 | 4 | 4 | -2.0 | 91
CC(C)c1cccc(C(C)C)c1NC(=O)COC(=O)C1=COCCO1
  7 | 1 | 1 | -2 | -8 | 4 | -8 | -1 | -1.4 | 96
N[C@H](CSCc1ccccc1)C(=O)Nc1ccc([N+](=O)[O-])cc1
  -3 | 7 | 1 | 0 | -6 | 16 | 14 | -2 | 0.6 | 97
COc1ccc(C(=O)NCCC2=CCCCC2)cc1OC1CCN(C(C)C)CC1
  -1 | -6 | -2 | 5 | -7 | 8 | 6 | -13 | -1.8 | 101
COc1cc(NC(=O)c2ccccn2)cc(OC)c1OC
  4 | 2 | 2 | 19 | -7 | -6 | 2 | 8 | 0.7 | 96
Clc1ccccc1NN(Cc1ccccn1)c1ccccc1Cl
  -8 | 2 | -3 | 11 | -5 | -6 | -1 | -8 | 0.2 | 96
CCOC(=O)c1nnn2c1nc(N1CCOCC1)c1ccccc12
  -4 | -2 | -2 | 4 | -18 | 1 | -8 | -6 | -1.3 | 102
CCOC(=O)N1CCN(C(=O)C2CCN(S(=O)(=O)c3ccc(OCC)cc3)CC2)CC1
  -5 | 4 | 0 | 15 | . | -4 | -2 | -1 | -1.1 | 99
CC(=O)Nc1ccc(S(=O)(=O)NC(C(=O)O)C(C)O)cc1 (configuration not stated)
  17 | 6 | 0 | -3 | -4 | -2 | 5 | 1 | -1.1 | 96
CCOC(=O)C1=C(C)NC(=O)NC1c1ccc(NC(C)=O)cc1 (configuration not stated)
  8 | 6 | 3 | -1 | -5 | -3 | -2 | -9 | 1.5 | 84
CCCN(C#N)c1nc(NCC)nc(NC(C)C)n1
  -5 | 4 | 2 | 2 | -4 | 2 | 4 | 8 | 0.4 | 107
CCOC(=O)C1=C(C)NC(=O)NC1c1ccc(Br)o1 (configuration not stated)
  0 | -1 | 0 | -7 | -5 | -4 | -1 | -2 | 2.9 | 103
COCCN(CCOC)S(=O)(=O)c1ccc(C(=O)Nc2nc(C)c(C(C)=O)s2)cc1
  2 | -1 | 3 | 7 | -7 | -2 | 16 | 7 | -0.5 | 102
Cc1ccc(-c2csc3nc4c5ccccc5c(NCCCN(C)C)nn4c(=O)c23)cc1
  -24 | -7 | -5 | 0 | -5 | 26 | 1 | 17 | 13* | 111
COCCCNC(=O)c1ccc2c3c(onc13)-c1ccccc1C2=O
  -18 | 5 | 15 | -8 | . | 54 | -2 | -11 | -0.6 | 129
C=CCNc1nc(N)c([N+](=O)[O-])c(Nc2cccc(Cl)c2)n1
  3 | -2 | -3 | 2 | -17 | 2 | -9 | 10 | 4.1 | 96
O=C(CC1C(=O)NCCN1CC1CCCCC1)NCc1ccc(F)cc1 (configuration not stated)
  -12 | -3 | 1 | 15 | -8 | 0 | 2 | 2 | 1.0 | 92
